ABCG2 inh – ABCG2 efflux pump inhibitors, primary screen, multiplex with ABCB1, IgMXP3 cells, flow cytometry | JC-1 efflux | inhibition, % at 6.6 µM | 190,000 compounds, 0.1% hits;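 active = inhibition above 80%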;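 note: 0% = DMSO and 100% = nicardipine control wells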
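Times: 10 min at 25 °C | Test system: Two drug-resistant human cell lines, ABCG2 and ABCB1 | Quantity: 3 million cells/mL final, two lines in 1:1 ratio | Signal: Flow cytometry, 530 nm JC-1 signal | Dosing: Compound at 6.6 µM | Controls: Nicardipine and DMSO wells | Reagent: JC-1 as fluorescent efflux pump substrate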
GSH fluor – compound fluorescence on glutathione beads, profiling panel, artefact control, biophysical, 488/530 nm, flow cytometry | fluorescence (KMESF) at 10 µM | 190,000 compounds, 0.25% hits | GSH beads flow cytometry, compound fluorescence 488/530 nm; active compounds read high; in the data active = fluorescence above about 89;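 note: glutathione beads carrying GST-tagged Bcl family fusion proteins plus one bare bead set; values are compound well signal with DMSO vehicle wells as background; inactives centre near 16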
RGS4-Gao reg – modulators of RGS4 binding to Galphao, primary screen, biochemical, multiplexed bead flow cytometry | Guanine nucleotide-binding protein G(o) subunit alpha (Homo sapiens), P09471 | 220,000 compounds, 0.33% hits | binding response (% of control), % at 10 µM | actives lie on both sides | AID 1415, 2008; in the data active = binding response below about 49% or above about 150%; inactive = in between;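 note: fluorescent Galphao activated with aluminum fluoride binding bead-coupled RGS4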
Bim-Bcl-W – inhibitors of Bim binding to Bcl-W, primary screen, biochemical, multiplexed, bead-based flow cytometry; Bcl-2-like protein 2 (Homo sapiens), Q92843; inhibition, % at 10 µM; 190,000 compounds, 0.02% hits; Bim peptide-Bcl-W binding;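 note: 0% = bound tracer without compound and 100% = peptide blocker; higher means less fluorescent Bim peptide bound to Bcl-W beads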
Target sequence (Q92843 whole entry, looked up): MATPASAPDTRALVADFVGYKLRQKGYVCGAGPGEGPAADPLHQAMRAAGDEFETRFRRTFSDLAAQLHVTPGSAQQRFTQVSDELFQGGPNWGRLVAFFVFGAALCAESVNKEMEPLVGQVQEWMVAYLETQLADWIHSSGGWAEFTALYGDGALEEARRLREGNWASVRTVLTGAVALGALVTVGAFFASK
RGS8-Gao – RGS8-Galphao binding modulators, primary screen, biochemical, multiplexed bead flow cytometry; Guanine nucleotide-binding protein G(o) subunit alpha (Homo sapiens), P09471; actives lie on both sides; response (percent of control binding), % at 10 µM; 220,000 compounds, 0.34% hits; AID 1423, 2008; in the data active = response below about 60% or above about 140%; inactive = in between;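 note: Galphao activated as the GDP aluminium fluoride complex binding bead-coupled RGS8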
Bcl-2 Bim block – inhibitors of Bim-Bcl-2 binding, primary screen, biochemical, multiplexed, human Bcl-2 family; Apoptosis regulator Bcl-2 (Homo sapiens), P10415; Bead-based flow cytometry, Bim peptide-Bcl-2 binding; inhibition, % at 10 µM; 190,000 compounds, 0.06% hits; in the data active = inhibition above about 40%; inconclusive = no clear call, values can overlap the other calls;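 note: 0% = no compound wells with probe peptide and 100% = reference peptide inhibitor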
Target sequence (P10415 whole entry, looked up): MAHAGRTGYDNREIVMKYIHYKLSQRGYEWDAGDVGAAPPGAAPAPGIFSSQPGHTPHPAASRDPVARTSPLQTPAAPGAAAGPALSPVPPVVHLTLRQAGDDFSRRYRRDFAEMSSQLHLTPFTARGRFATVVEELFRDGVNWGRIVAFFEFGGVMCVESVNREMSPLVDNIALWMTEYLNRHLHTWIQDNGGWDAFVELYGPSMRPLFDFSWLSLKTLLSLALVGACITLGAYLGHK
RGS7-Gao reg – RGS7-Galphao binding modulators, primary screen, biochemical, multiplexed bead flow cytometry | 220,000 compounds, 0.35% hits | binding response (% of control), % at 10 µM | Guanine nucleotide-binding protein G(o) subunit alpha (Homo sapiens), P09471 | actives lie on both sides | AID 1439, 2008; in the data active = binding response below about 49% or above about 150%; inconclusive = no clear call, values can overlap the other calls; inactive = in between;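 note: fluorescent Galphao held in activated GDP-AlF4 state binding bead-coupled RGS7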
Bim-Bcl-XL – inhibitors of Bim-Bcl-XL binding, primary screen, biochemical, multiplexed, bead flow cytometry, human Bcl-XL; 190,000 compounds, 0.04% hits; inhibition, % at 10 µM; Bcl-2-like protein 1 (Homo sapiens), Q07817; Bim peptide-Bcl-XL binding, fluorescence
Target sequence (Q07817 whole entry, looked up): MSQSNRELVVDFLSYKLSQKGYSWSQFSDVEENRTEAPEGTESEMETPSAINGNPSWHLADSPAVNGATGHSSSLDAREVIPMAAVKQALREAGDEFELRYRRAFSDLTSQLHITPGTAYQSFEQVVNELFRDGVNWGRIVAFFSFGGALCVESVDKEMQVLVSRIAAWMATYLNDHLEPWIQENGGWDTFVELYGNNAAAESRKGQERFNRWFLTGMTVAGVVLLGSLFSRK
ABCB1 block – ABCB1 efflux pump inhibitors, primary screen, cell-based, multiplex, flow cytometry, ABCG2 counter-screen; AID 1326, 2008; inhibition, % at 6.6 µM; 190,000 compounds, 0.067% hits; ATP-dependent translocase ABCB1 (Homo sapiens), P08183; CCRF-Adr cells, JC-1 efflux; in the data active = inhibition above about 40%;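 note: 0% = vehicle and 100% = reference inhibitor; higher value means more JC-1 retained so stronger ABCB1 efflux block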
Bim-Bcl-B – inhibitors of Bim-Bcl-B binding, primary screen, biochemical, multiplexed, human Bcl-2 family; 190,000 compounds, 0.073% hits; inhibition, % at 10 µM; bead-based flow cytometry, Bim peptide-Bcl-B binding;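 note: 0% = tracer peptide without compound and 100% = reference inhibitor peptide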
Target sequence (Q9HD36 whole entry, looked up): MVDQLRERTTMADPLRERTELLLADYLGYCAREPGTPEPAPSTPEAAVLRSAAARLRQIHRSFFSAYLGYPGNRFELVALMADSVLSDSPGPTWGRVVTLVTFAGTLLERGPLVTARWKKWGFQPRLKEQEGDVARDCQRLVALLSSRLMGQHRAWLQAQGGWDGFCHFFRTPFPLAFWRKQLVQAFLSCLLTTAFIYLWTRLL
Bfl-1 Bim block – inhibitors of Bim binding to Bfl-1, primary screen, biochemical, multiplexed, bead-based flow cytometry; Bcl-2-related protein A1 (Homo sapiens), Q16548; Bim-Bfl-1 binding inhibition; inhibition, % at 10 µM; 190,000 compounds, 0.12% hits; AID 1008, 2008;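 note: 0% = wells without compound plus tracer and 100% = blocker peptide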
Numbers without * were called inactive; ? = inconclusive; [ ] = remark or other dose. Cut-off read from the data, not from the text of the source, unless noted: active = inhibition above about 40%.

A first look (4 entries):
SMILES | ABCG2 inh | GSH fluor | RGS4-Gao reg | Bim-Bcl-W | RGS8-Gao | Bcl-2 Bim block | RGS7-Gao reg | Bim-Bcl-XL | ABCB1 block | Bim-Bcl-B | Bfl-1 Bim block
C/C(=N\Nc1ccc(S(=O)(=O)N2CCOCC2)cc1[N+](=O)[O-])C(C)C | 0 | 13 | 99 | 2 | 101 | 0 | ? | 0 | 0.6 | -3 | -4
O=C(COC(=O)CCSc1ccccc1)Nc1cc(F)ccc1F | 1 | 9 | 98 | 0 | 100 | -5 | ? | -3 | 0.2 | -3 | -7
CCC1C(=O)N(c2nc(C)cc(C)n2)N=C1C (stereo not drawn) | 2 | 49 | 98 | 3 | 103 | -5 | 99 | 0 | 0.5 | -5 | -7
Cc1nnc(N2CCOCC2)c2nn(-c3cccc(Cl)c3)c(C)c12 | 7 | 49 | 109 | -17 | 98 | -27 | 121 | -18 | 0.7 | -47 | -20

The listing, repeating the preview:
SMILES | ABCG2 inh | GSH fluor | RGS4-Gao reg | Bim-Bcl-W | RGS8-Gao | Bcl-2 Bim block | RGS7-Gao reg | Bim-Bcl-XL | ABCB1 block | Bim-Bcl-B | Bfl-1 Bim block
C/C(=N\Nc1ccc(S(=O)(=O)N2CCOCC2)cc1[N+](=O)[O-])C(C)C | 0 | 13 | 99 | 2 | 101 | 0 | ? | 0 | 0.6 | -3 | -4
O=C(COC(=O)CCSc1ccccc1)Nc1cc(F)ccc1F | 1 | 9 | 98 | 0 | 100 | -5 | ? | -3 | 0.2 | -3 | -7
CCC1C(=O)N(c2nc(C)cc(C)n2)N=C1C (stereo not drawn) | 2 | 49 | 98 | 3 | 103 | -5 | 99 | 0 | 0.5 | -5 | -7
Cc1nnc(N2CCOCC2)c2nn(-c3cccc(Cl)c3)c(C)c12 | 7 | 49 | 109 | -17 | 98 | -27 | 121 | -18 | 0.7 | -47 | -20
O=C(O)c1c[nH]c2ccc(S(=O)(=O)N3CCOCC3)cc12 | 2 | 29 | 103 | -1 | 100 | -14 | 106 | 3 | 0.8 | -8 | -15
CCOC(=O)COc1ccc2c(C#N)c3ccccn3c2c1 | 9 | 19 | 99 | 1 | 102 | -2 | 102 | 0 | 3.0 | 0 | 2
CCOc1ccccc1-c1nc(-c2ccc(NC(=O)c3ccc(Br)o3)cc2)no1 | -1 | 26 | 81 | 0 | 89 | -5 | 86 | -20 | -0.5 | -2 | -11
Cc1sc2nc(C(C)C)oc(=O)c2c1C | -1 | 35 | 94 | -4 | 96 | -11 | 102 | -8 | -1.9 | -7 | -10
CCc1nnc(SCC(=O)NC2CCCCC2)nc1CC | 2 | 12 | 111 | 0 | 108 | -6 | 109 | -3 | 0.7 | -2 | -3
Fc1ccc(-c2nc(-c3cccs3)[nH]c2-c2ccc(F)cc2)cc1 | 28 | 10 | 98 | -4 | 85 | -9 | 97 | -4 | 0.2 | -9 | -10
CC(Nc1nc(N2CCNCC2)nc2ccccc12)c1ccccc1 (stereo not drawn) | -1 | 10 | 106 | 0 | 110 | -4 | 105 | -5 | -0.6 | -4 | -10
COc1ccc(S(=O)(=O)N2CCOCC2)cc1C(=O)Nc1nc2ccccc2s1 | -1 | 28 | 100 | 10 | 99 | -8 | 98 | -5 | 0.0 | 2 | -11
CCc1ccc2c(COC(=O)c3n[nH]c4ccccc34)cc(=O)oc2c1 | 0 | 26 | 120 | -4 | 143*[activator] | -2 | 111 | -4 | 0.1 | 0 | 0
COc1ccc(C(=O)Nc2sc(C(=O)N(C)C)c(C)c2C#N)cc1[N+](=O)[O-] | -4 | 10 | 102 | -2 | 102 | -1 | 101 | -3 | -3.2 | -7 | 0
Cc1cc(C)cc(NC(=O)CSCc2cnn(-c3ccccc3)c2-n2cccc2)c1 | 2 | 19 | 104 | 0 | 104 | -1 | 104 | -4 | 1.2 | -3 | -1
Cc1ccc(-c2ccc(/C=N/N=C3/NC(=O)C(CC(=O)O)S3)o2)c([N+](=O)[O-])c1 (stereo not drawn) | 5 | 62 | 100 | 0 | 98 | 0 | 100 | 0 | 0.2 | -2 | -1
COc1ccc(CN(CC(=O)NC2CCCC2)C(=O)c2onc(C(N)=O)c2N)cc1 | -1 | 19 | 101 | 0 | 100 | -3 | 101 | -3 | -0.7 | -6 | -1
C=CCOC(=O)C1=C[C@@H](c2coc3ccccc3c2=O)[C@H](CCCO)[C@@H](OCC)O1 | 5 | 17 | 99 | -2 | 97 | -2 | 101 | -1 | 2.0 | -2 | -4
CC(C)CNS(=O)(=O)c1ccc(CCC(=O)N2CCN(Cc3ccccc3)CC2)cc1 | 1 | 4 | 102 | 6 | 104 | -4 | 96 | 0 | 0.5 | -4 | -5
Cc1ccc(CSc2ncnc3c2cnn3Cc2ccccc2)cc1C | 1 | 16 | 98 | 0 | 98 | -7 | 99 | -3 | 0.1 | -4 | -9
CCN1CCN(C(=O)CN(C)S(=O)(=O)c2ccc(OC)c(C)c2)CC1 | 6 | 19 | 104 | 0 | 100 | 0 | 103 | -2 | 1.6 | -2 | -1
O=C1c2[nH]nc(-c3ccccc3O)c2C(c2ccc(F)cc2)N1Cc1ccco1 (stereo not drawn) | 1 | 43 | 91 | 1 | 92 | 4 | 89 | 15 | 0.6 | 1 | 2
O=C(Nc1nc2c(s1)CCCC2)c1ccc(S(=O)(=O)N2CCCc3ccccc32)cc1 | 12 | 9 | 93 | 0 | 99 | -4 | 95 | -2 | -0.2 | -3 | -3
Cc1nc(SCCO)c2oc3ccccc3c2n1 | 1 | 59 | 95 | 4 | 98 | -1 | 94 | 3 | 0.2 | 0 | 0
O=C(O)CCCC(=O)N1CCc2cc(S(=O)(=O)NCc3ccccc3)ccc21 | 1 | 15 | 102 | -2 | 100 | -2 | 105 | -3 | 0.0 | 2 | -4
CC(OC(=O)c1cc2sccc2n1C)C(=O)NCC1CCCO1 (stereo not drawn) | 5 | 13 | 97 | 4 | 101 | -5 | 101 | -3 | 1.1 | -4 | -10
CC1CN(Cc2ccc(Cl)cc2Cl)CC(C)O1 (stereo not drawn) | 1 | 13 | 114 | 2 | 102 | 7 | 104 | 3 | 0.4 | 3 | 0
Cc1ccc(Cn2c3ccccc3c3cn[nH]c(=O)c32)cc1 | 2 | 28 | 101 | 0 | 98 | -5 | 100 | -2 | 1.0 | -4 | -10
CCOC(=O)C1CCCN(CC(=O)Nc2c(C(=O)OC)[nH]c3ccc(Cl)cc23)C1 (stereo not drawn) | 6 | 26 | 99 | 0 | 103 | 0 | 101 | -2 | 1.1 | -2 | -2
Cc1ccc(CCC(=O)Nc2ncc(Cc3cc(Cl)ccc3Cl)s2)o1 | -1 | 7 | 97 | -3 | 102 | -4 | 99 | -2 | 0.2 | -3 | -2
Cc1nnc(SCC(=O)N2CCc3ccccc3C2)s1 | 3 | 20 | 101 | -3 | 101 | -2 | 99 | -6 | 0.5 | -9 | 0
CCn1c(COc2cc(C)ccc2C(C)C)nnc1SCC(=O)Nc1nccs1 | -1 | 12 | 100 | -1 | 102 | -2 | ? | -2 | -0.1 | -2 | -4
Cc1ccc2nnnc(-c3ccccc3)c2c1 | 6 | 17 | 100 | -1 | 101 | -1 | 102 | -3 | 0.6 | 0 | 4
Cc1cc(C(=O)Nc2ccc(S(=O)(=O)Nc3onc(C)c3C)cc2)cs1 | -9 | 17 | 98 | -3 | 99 | 3 | 99 | -4 | -1.9 | -3 | 1
CN(Cc1ccccc1)C(=C(Cl)Cl)C(=C1NCCN1)[N+](=O)[O-] | 6 | 12 | 104 | -2 | 99 | -5 | 108 | -2 | 2.5 | -3 | 4
COC(CNC(=O)c1cccc(-n2c(=S)[nH]c3cc(Cl)ccc3c2=O)c1)OC | 0 | 12 | 101 | -1 | 101 | -3 | 97 | -5 | -0.3 | -3 | -2
COc1ccc2[nH]cc(CCn3ccc(=O)c(C)c3C)c2c1 | 2 | 13 | 100 | -2 | 101 | -3 | 96 | -4 | 1.3 | -2 | -5
Clc1cccc(Nc2ncnc3c2cnn3-c2ccccc2)c1 | -1 | 20 | 103 | 1 | 101 | 1 | 101 | 0 | -0.3 | 1 | 1
CCOc1ccc(NC(=O)CN2C(=O)S/C(=C/c3cccn3C)C2=O)cc1 | 0 | 25 | 100 | 0 | 102 | 1 | 104 | 0 | 0.1 | -3 | -3
CC(C)(C)c1ccc(C(=O)Nc2ccc([N+](=O)[O-])cn2)cc1 | 4 | 6 | 100 | -3 | 103 | 1 | 99 | -2 | 0.5 | -5 | -2
O=C(NCCc1ccccc1)c1ccccc1NC(=O)C1CCCO1 (stereo not drawn) | 0 | 18 | 102 | 0 | 102 | 2 | ? | 0 | 0.0 | 0 | -4
COc1cccc2cc(C(C)=O)c(=O)oc12 | 1 | 13 | 101 | -1 | 99 | 0 | 99 | 1 | 0.0 | -3 | -1
O=C(Nc1cccs1)Nc1c(F)c(F)cc(F)c1F | 1 | 6 | 93 | -3 | 96 | 3 | 91 | -6 | 0.0 | -5 | 0
COc1ccccc1NS(=O)(=O)c1ccc(S(=O)(=O)N2CCOCC2)cc1 | -2 | 14 | 95 | -2 | 97 | -4 | 103 | -5 | -0.1 | -8 | -2
Cc1ccc(S(=O)(=O)CCC(=O)c2ccc(O)cc2O)cc1 | -1 | 26 | 98 | 0 | 100 | 0 | 99 | -5 | -0.1 | -5 | -14
CCCCCN(C(=O)NC(=O)Nc1nncs1)S(C)(=O)=O | 7 | 36 | 99 | -3 | 100 | -9 | 101 | -6 | 0.0 | -9 | -15
CCNC(=S)NNC(=O)c1cc(-c2cccnc2)nc2ccccc12 | 14 | 7 | 102 | 0 | 99 | -3 | 98 | 0 | 0.5 | -17 | 0
CC1=CC2=NC(=O)/C(=C\c3ccc(-c4ccc(Cl)cc4)o3)C(=N)N2O1 | -4 | 9 | 153*[activator] | -2 | 115 | -7 | 167*[activator] | -4 | -0.7 | -7 | -5
C=CCN1C(=O)C2(NNc3ccccc3O2)c2ccccc21 (stereo not drawn) | 4 | 37 | 100 | -3 | 101 | -8 | 99 | 1 | 2.3 | -9 | -7
CCn1nnnc1SCC(=O)Nc1nc(-c2cccs2)cs1 | 36 | 21 | 100 | -7 | 98 | -10 | 101 | -10 | 0.7 | -7 | -7
O=C(NCC1CCCO1)C(c1cccnc1)N(C(=O)Cc1cccs1)c1cccnc1 (stereo not drawn) | 3 | 13 | 102 | -3 | 102 | -1 | 100 | -2 | 0.8 | -5 | -5
